# VLA-4 inh: inhibition in human VLA-4 binding assay, primary screen, VLA-4 allosteric modulator project, MLPCN library, flow cytometry, VLA-4 expressing cells; ligand binding flow cytometry; 0.2% of 330,000 active; Integrin alpha-4 (Homo sapiens), P13612; AID 2557, 2010; inhibition, % (about 7 µM as worked out from the volumes in the protocol); in the data active = inhibition above about 50%
# PME-1 inh: PME-1 inhibitors via competitive probe labeling, primary screen, biochemical, fluorescence polarization, FP-Rh probe, HTS; recombinant PME-1; 0.53% of 320,000 active; Protein phosphatase methylesterase 1 (Homo sapiens), Q9Y570; inhibition, % at 5.9 µM;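 active = inhibition above the campaign mean of all compounds plus 3 SD, cut at about 26% in these data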;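 also: competitive labeling of PME-1 active site by serine hydrolase directed probe; 0% = PME-1 with DMSO and 100% = wells lacking PME-1 enzyme; inhibitors block probe labeling so polarization falls and inhibition rises; many of its hits are not listed in these tables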
# Target sequence (Q9Y570 whole entry, looked up): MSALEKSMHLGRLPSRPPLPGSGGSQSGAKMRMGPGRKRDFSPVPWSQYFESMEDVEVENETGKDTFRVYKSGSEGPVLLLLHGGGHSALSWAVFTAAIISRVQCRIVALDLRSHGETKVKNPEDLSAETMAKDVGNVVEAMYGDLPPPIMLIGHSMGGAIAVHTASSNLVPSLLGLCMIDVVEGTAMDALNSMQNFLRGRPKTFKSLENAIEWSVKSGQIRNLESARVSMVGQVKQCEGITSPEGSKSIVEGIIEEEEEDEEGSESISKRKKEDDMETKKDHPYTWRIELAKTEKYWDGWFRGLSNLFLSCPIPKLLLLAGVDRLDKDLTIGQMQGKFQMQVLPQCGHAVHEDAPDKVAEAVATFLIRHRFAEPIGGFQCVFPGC
# Efflux pump mplx: inhibitors of Candida efflux pumps in yeast, primary screen, S. cerevisiae, Nile Red, multiplex; 0.44% of 330,000 active; AID 485275, 2010; S. cerevisiae Candida pump triplex; inhibition, % at 10 µM;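 active = plate passing quality check with inhibition over a set limit, or well fluorescence over plate mean plus 4 SD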;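 also: Nile Red retained in pooled yeast measured as flow cytometry median fluorescence; 0% = buffer negative control and 100% = Enniatin B positive control; higher means more Nile Red kept so more efflux inhibition; some compounds called inactive have numbers as strong as hits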
# MEX-5 binding: MEX-5 zinc finger RNA-binding disruptors – biochemical, C. elegans, fluorescence polarization, MLPCN library, primary screen. AID 1832, 2009. Zinc finger protein mex-5 (Caenorhabditis elegans), Q9XUB2. activity score (negative = inhibition of binding), % at 10 µM. 0.38% of 300,000 active. MEX-5/FITC-TCR2 RNA binding; active compounds read low;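 active = inhibition past about -25% in most replicates, and total fluorescence under double the plate's negative control median, limit read from the data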;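 also: 0% = DMSO and -100% = 5 µM competing unlabeled TCR2 RNA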
# Target sequence (Q9XUB2 whole entry, looked up): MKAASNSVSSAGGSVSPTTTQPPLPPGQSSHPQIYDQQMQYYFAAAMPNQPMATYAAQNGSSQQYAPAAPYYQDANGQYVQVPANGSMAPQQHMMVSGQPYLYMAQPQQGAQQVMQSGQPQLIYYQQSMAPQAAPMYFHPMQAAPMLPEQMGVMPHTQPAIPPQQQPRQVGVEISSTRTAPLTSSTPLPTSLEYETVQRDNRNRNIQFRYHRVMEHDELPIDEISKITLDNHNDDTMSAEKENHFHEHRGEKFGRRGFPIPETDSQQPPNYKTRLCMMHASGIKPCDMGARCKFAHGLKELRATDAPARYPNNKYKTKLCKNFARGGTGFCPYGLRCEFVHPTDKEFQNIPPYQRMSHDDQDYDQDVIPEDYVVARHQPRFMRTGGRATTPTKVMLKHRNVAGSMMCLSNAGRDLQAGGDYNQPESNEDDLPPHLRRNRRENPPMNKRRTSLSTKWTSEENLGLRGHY
# Fam108B counter: mouse Fam108B serine hydrolase inhibitors, primary screen, counter-screen for RBBP9 inhibitor project, biochemical, fluorescence polarization. recombinant Fam108B, FP-Rh probe fluorescence polarization. inhibition, % at 9.51 µM. 0.33% of 300,000 active. AID 1947, 2009;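 active = inhibition above the screen mean inhibition plus 3 SD, computed separately per campaign, cut at about 18% in these data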;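 also: inhibitors lower polarization as less probe binds the enzyme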
# GLD-1 TGE inh: GLD-1/TGE RNA complex disruptors, primary screen, biochemical, fluorescence polarization. inhibition, % at 5.96 µM. Female germline-specific tumor suppressor gld-1 (Caenorhabditis elegans), Q17339. 0.44% of 320,000 active. purified GLD-1 + fluorescein TGE RNA. AID 2280, 2010;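 active = percent inhibition above a per-plate cutoff, the plate mean of test compounds plus 3 SD, cut at about 30% in these data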;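 also: 0% = DMSO wells with GLD-1 and probe and 100% = wells lacking GLD-1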
# MCL1 BIM primary: inhibitors of MCL1 binding to BIM-BH3, primary screen, biochemical, fluorescence polarization; AID 2057, 2009; inhibition, % at 10.9 µM; Induced myeloid leukemia cell differentiation protein Mcl-1 (Homo sapiens), Q07820; 0.68% of 320,000 active; GST-MCL1 / FITC-Bim-BH3 fluorescence polarization;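 active = inhibition above the mean inhibition of all tested compounds plus 3 SD, set per campaign, cut at about 40% in these data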;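 also: 0% = DMSO wells and 100% = unlabeled Bim-BH3 peptide control; higher means more loss of mP so more displacement of Bim peptide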
# BCLXL inh: inhibitors of human Bcl-xL, primary screen, biochemical, fluorescence polarization, HTS. 0.7% of 320,000 active. Bcl-2-like protein 1 (Homo sapiens), Q07817. inhibition, % at 10.9 µM. GST-Bcl-xL / FITC-Bim BH3 peptide fluorescence polarization;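 active = inhibition above the mean of all tested compounds plus 3 SD, cutoff set per campaign, cut at about 30% in these data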;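 also: 0% = DMSO wells and 100% = unlabeled Bim-BH3 peptide competitor; inhibitors lower millipolarization by displacing the labeled peptide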
# Target sequence (Q07817 whole entry, looked up): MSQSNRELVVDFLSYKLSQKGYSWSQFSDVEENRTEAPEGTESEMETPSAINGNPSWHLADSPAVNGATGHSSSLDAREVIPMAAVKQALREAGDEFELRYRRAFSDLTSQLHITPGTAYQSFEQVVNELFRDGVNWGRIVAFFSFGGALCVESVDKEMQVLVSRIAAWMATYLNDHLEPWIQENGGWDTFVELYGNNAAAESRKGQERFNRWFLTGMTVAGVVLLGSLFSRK
# GRK2 inh: compounds blocking aptamer binding on GRK2 – biochemical, human GRK2, bead flow cytometry, HTS, primary screen; inhibition of aptamer binding, % at 10 µM; FAM-aptamer displacement from GRK2; 0.59% of 330,000 active; Beta-adrenergic receptor kinase 1 (Homo sapiens), P25098; AID 488847, 2010;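 active = inhibition of aptamer binding above 40%, roughly 3 SD of noise, on plates passing a quality check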;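 also: median bead fluorescence of bound FAM aptamer so fluorescent compounds give negative values; no value below 0 was filed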
# * marks the source's active call; other numbers are inactive results; nt = not tested or not shown. These rows are one share of the data. The share of hits here may be higher or lower than overall.
SMILES,VLA-4 inh,PME-1 inh,Efflux pump mplx,MEX-5 binding,Fam108B counter,GLD-1 TGE inh,MCL1 BIM primary,BCLXL inh,GRK2 inh
CN(c1ccccc1)S(=O)(=O)c1cccc(C(=O)NNC(=O)c2ccccc2)c1,4,0,0.1,0.2,1,-6,3,3,2
O=C(CSC1=NS(=O)(=O)c2cc(F)ccc2N1)Nc1ccccc1F,3,-12,-0.1,-1.5,0,-10,6,4,0
CCOC(=O)C1CCCN(C(=S)NC2CCCC2)C1 (stereo not given),0,1,-0.1,-1.0,2,-2,5,2,1
COCc1nc2ccccc2n1Cc1c(F)cccc1Cl,0,-3,0.0,-1.4,0,-3,-5,2,5
COc1ccc(CN(C)C(=O)CNC(=O)c2ccc(C)cc2)cc1,-4,-4,0.5,0.7,12,3,5,2,4
CS(=O)(=O)N1CCN(C2Cc3ccccc3C2)CC1,13,3,0.1,-1.0,5,12,0,1,0
CC(C)COC(=O)C(C#N)c1nc2ccccc2nc1N1CCN(Cc2ccc3c(c2)OCO3)CC1 (stereo not given),2,1,0.0,-5.1,-1,-5,6,4,0
COc1ccc([C@@H]2CC=C(C(=O)O)CN2S(=O)(=O)c2ccc(Cl)cc2)cc1,-3,-2,0.0,nt,-2,1,5,7,4
COc1ccc(C(=O)NCC(=O)OCc2ccc(Br)cc2)cc1,-5,2,0.2,-0.9,-3,-2,-2,-2,1
Cc1cc(OC(=O)c2ccccc2)n(CCC#N)n1,1,4,0.0,-0.5,1,3,1,1,3
Cc1cccc(OCCNC(=O)CCc2ccccc2)c1,6,3,0.0,1.8,2,1,2,3,0
Cc1cccc(OCCNC(=S)NC(=O)c2cccnc2)c1,8,1,0.1,1.7,2,1,5,2,4
N#Cc1nc(-c2cccs2)oc1NCc1ccccc1,2,0,0.0,-1.3,1,-2,-1,4,0
CCO[C@H]1OC(C(=O)NC2CC2)=C[C@@H](C2CCCCC2)[C@@H]1CCCO,4,0,0.0,-5.2,0,2,5,0,1
COc1ccccc1NC(=O)N1CCCC1,9,-5,-0.2,-0.4,3,0,0,2,1
Cc1cccc2cc(CN(CC3CCCO3)C(=S)NCc3ccco3)c(=O)[nH]c12 (stereo not given),10,-3,0.3,-0.5,-3,7,7,3,0
COC(=O)c1ccc(COc2cccnc2[N+](=O)[O-])cc1,14,-3,0.0,1.3,-1,4,-5,1,0
CN(Cc1ccco1)c1ncnc2ccc(-c3ccccc3Cl)cc12,-13,2,0.0,nt,nt,-1,6,2,10
O=C(CNC(=O)c1ccc2ccccc2c1)OCC(=O)N1CCN(S(=O)(=O)c2ccc3ccccc3c2)CC1,14,-28,-0.1,-0.8,-16,-1,-10,-7,0
COC(=O)c1cc(OC)c(OC)cc1NC(=S)N1CCC(C(N)=O)CC1,-4,-1,-0.1,-1.4,2,2,-2,0,0
O=C1C2C3C=CC(C3)C2C(=O)N1c1n[nH]c(-c2ccccc2)n1 (stereo not given),6,-2,0.1,-1.4,-3,-5,-3,-5,0
Cc1ccc(OC(=O)CCNC(=O)c2ccccc2Cl)c(Br)c1,6,16,0.0,-2.1,-1,-3,-7,0,0
COc1ccc(-n2c(=O)c(CCC(=O)N(C)Cc3ccccc3C)nc3ccccc32)cc1,-94,-22,0.1,0.5,-12,-3,7,3,2
Cc1cc(=O)[nH]c(N)n1,3,-2,-0.1,6.2,5,-3,0,3,0
CN(C(=O)c1ccncc1)c1nnc(-c2ccncc2)s1,0,-2,0.1,-3.8,-6,8,-4,2,3
O=C1CC(N2CCOCC2)C(=O)N1c1cc(Cl)cc(Cl)c1 (stereo not given),8,2,-0.2,0.2,-1,-1,4,5,4
COC(=O)CN1C(=O)Nc2ccc(Br)cc2C1c1ccccc1 (stereo not given),0,-2,0.1,-1.7,0,-2,16,9,0
O=C1C2CCCN2c2ccc(S(=O)(=O)N3CCOCC3)cc2N1Cc1cccc(C(F)(F)F)c1 (stereo not given),4,-26,0.0,4.3,-20,-16,-20,-10,0
CCOc1ccc(S(=O)(=O)N2CCC(C(=O)NCc3ccccn3)CC2)cc1Cl,3,5,0.1,-0.1,2,-5,4,0,0
COc1ccc(CNC(=O)c2cc(C3CC3)on2)cc1,32,-4,0.4,2.3,1,0,0,4,0
O=C(Nc1ccc(C(F)(F)F)cc1)C1CCCCN1S(=O)(=O)c1ccccc1 (stereo not given),14,-7,0.0,nt,nt,10,8,2,0
Cc1ccc(Nc2ccc(S(=O)(=O)N3CCOCC3)cc2[N+](=O)[O-])c(C)c1,-13,22,-0.3,-0.8,2,1,5,1,0
Cc1ccc(NC(=O)C2CCCN(c3nccc(C)n3)C2)c(C)c1 (stereo not given),15,3,0.2,-2.5,1,7,3,2,0
CCOC(=O)c1c(C)[nH]c(C(=O)CN(C)CC(=O)Nc2ccccc2C(F)(F)F)c1C,20,-13,0.2,nt,nt,3,11,4,0
COc1ccccc1Nc1nnc(SCC(=O)c2cc(C)n(CC3CCCO3)c2C)s1 (stereo not given),2,3,0.0,1.7,6,3,2,-4,1
CC(=O)OC(C(=O)NC1CCCCC1)c1ccncc1 (stereo not given),7,-3,-0.1,-3.3,-2,3,6,1,4
O=C(OCC(=O)N1CCCC1=O)C1COc2ccccc2O1 (stereo not given),-7,4,0.1,1.2,5,-9,1,11,4
O=C(c1ccc(Cl)cc1)c1ccc(OCC(=O)N2CCOCC2)cc1,12,-7,0.2,-0.7,1,-1,3,-1,5
N#Cc1cn(-c2ccccc2)nc1-c1ccco1,-6,-2,0.0,-2.4,0,12,1,2,1
O=C1ON=C(c2ccccc2)/C1=C/c1ccc(OS(=O)(=O)c2ccccc2)cc1,10,-2,-0.4,nt,5,7,5,9,7
COc1ccc(CNS(=O)(=O)c2ccc(NC(=O)N3CCCCC3)cc2)cc1,-7,3,0.2,-2.6,5,-10,0,0,0
COC(=O)c1cccc(C(=O)N2CCCC(Nc3ccc4c(c3)OCCO4)C2)c1 (stereo not given),-5,-5,0.0,-2.7,-2,6,5,6,2
O=C(CN(Cc1ccc(F)cc1)C(=O)CNS(=O)(=O)c1ccccc1)NCC1CCCO1 (stereo not given),10,-3,0.3,-3.2,1,1,-2,3,1
COc1ccc(S(=O)(=O)n2nc(OC(=O)c3ccccc3Br)cc2N)cc1,9,4,0.0,0.9,-1,3,-1,1,2
COc1ccc(S(=O)(=O)NCCSC(C)(C)C)cc1Cl,8,-3,0.0,-1.6,-3,1,3,5,0
CCOc1ccccc1C(=O)Nc1cc(=O)n(C)c(=O)n1C,0,2,0.0,-0.5,4,0,-4,-1,1
Cc1cc(C)nc(NC(=O)CSc2nc3ccccc3o2)n1,5,-4,0.0,-3.7,11,5,-8,-18,5
COc1cc(S(=O)(=O)N2CCN(Cc3ccccc3)CC2)ccc1Br,7,-3,-0.1,1.4,-3,7,0,1,1
CCc1cc(-c2n[nH]c(=S)n2CC(C)C)cs1,6,-8,-0.1,3.4,2,5,-16,-17,2
CCOC(=O)c1c(C)[nH]c(C(=O)Nc2cc(OCC)c(N3CCOCC3)cc2OCC)c1C,-18,9,-0.1,nt,nt,9,14,0,0

# Later entries.
SMILES,VLA-4 inh,PME-1 inh,Efflux pump mplx,MEX-5 binding,Fam108B counter,GLD-1 TGE inh,MCL1 BIM primary,BCLXL inh,GRK2 inh
Cc1c(-n2c(SCC(=O)O)nnc2-c2ccccc2Br)c(=O)n(-c2ccccc2)n1C,0,6,0.0,-1.0,0,6,-8,-1,4
CCOc1ccc(C(C)(C)C)cc1S(=O)(=O)Nc1ccncc1,-3,6,0.1,1.6,-1,2,-1,0,0
N#C/C(=C/c1ccccc1OCc1ccc(F)cc1)c1ccc(C(=O)O)cc1,12,-2,0.0,-2.0,-3,-5,-19,-10,2
O=C(COc1ccc(Br)cc1Cl)NNC(=O)c1ccccc1,10,-11,0.3,nt,nt,5,5,3,0
COc1cc(CNCc2ccccn2)ccc1OCC(=O)NC1CCCCC1,0,-3,-0.2,2.9,-3,-2,-1,0,1
CC#CC[N+](C)(CC#CC)CC(=O)c1ccccc1,8,1,-0.1,1.8,6,4,10,4,0
CCCCn1c(SCc2ccc(Cl)cc2)nc2c1c(=O)[nH]c(=O)n2C,-5,6,-0.1,-0.2,7,5,4,-2,1
Cc1nn(CC(=O)NCCCc2ccccc2)c(C)c1[N+](=O)[O-],-10,-2,0.1,1.6,3,-4,0,-1,1
Cn1cnc2c(=O)sc3ccccc3c21,1,3,-0.1,2.9,3,3,-3,6,2
COc1ccc(N2CCN(C(c3cc(OC)ccc3OC)c3nnnn3CC3CCCO3)CC2)cc1 (stereo not given),8,-3,0.4,-0.6,-3,-4,-4,1,0
Cc1ccc(C(=O)NNCC(=O)Nc2ccc(Cl)cc2F)cc1,1,nt,0.2,nt,nt,3,nt,nt,4
Cc1cc2ccccn2c1C(=O)c1ccc(NN)c([N+](=O)[O-])c1,-105,3,0.0,-0.9,4,7,-6,2,0
Cc1noc(C)c1S(=O)(=O)N(Cc1ccccc1)C(C)C,13,-1,0.2,-0.4,-3,-4,-2,-1,0
CCc1nc(SCC(=O)c2cccs2)c2oc3ccccc3c2n1,-65,-8,-0.2,0.0,-8,-1,1,0,0
COCCNc1nnc(Cc2ccccc2)c(=O)[nH]1,12,-4,-0.2,0.9,-1,2,-1,-4,0
CCOc1cc(C)c(C(C)C)cc1S(=O)(=O)N1CC(C)OC(C)C1 (stereo not given),15,1,0.0,-0.1,1,2,-4,2,1
Cc1cccc(/C=N/NC(=O)c2ccc(NC(=O)c3ccc(Cl)cc3)cc2)n1,1,-18,0.3,-1.7,-8,2,4,-6,0
Cc1ccc(NCC(=O)N/N=C/c2cccc(Br)c2)cc1,12,5,-0.1,1.1,4,1,13,-1,1
CCOC(=O)c1c(NC(C)=O)sc2c(OC)cccc12,-3,1,0.0,1.1,0,-9,8,-1,13
Cc1cc(N(C)C)nc(SC(C)C)n1,28,4,0.0,2.2,1,-4,-2,-5,0
COc1ccc(C)cc1-n1nnnc1SCc1cc(=O)n2cc(C)ccc2n1,-5,14,-0.1,-2.5,0,6,9,2,2
COc1c2ccoc2c(OC[C@@H](O)C(C)(C)OC)c2oc(=O)ccc12,-6,0,0.1,-0.1,5,7,6,3,1

# Copied from above, 2 compounds:
SMILES,VLA-4 inh,PME-1 inh,Efflux pump mplx,MEX-5 binding,Fam108B counter,GLD-1 TGE inh,MCL1 BIM primary,BCLXL inh,GRK2 inh
COc1ccc(C)cc1-n1nnnc1SCc1cc(=O)n2cc(C)ccc2n1,-5,14,-0.1,-2.5,0,6,9,2,2
COc1c2ccoc2c(OC[C@@H](O)C(C)(C)OC)c2oc(=O)ccc12,-6,0,0.1,-0.1,5,7,6,3,1
